Bioassay records deposited in PubChem BioAssay by National Center for Advancing Translational Sciences (NCATS).
VP16 counter: counter-screen for ROR gamma inhibitors: Gal4-VP16 reporter | Drosophila S2 Gal4-VP16 UAS-luciferase, luminescence, 20 h | Potency, µM (doses to about 53.6 µM), inactives show at the top dose activity, negative = inhibition, most hits filed as inhibitors | 310,000 compounds, 3.5% hits | AID 2546;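 also: Gal4-VP16 expression switched on by copper sulfate through the metallothionein promoter; potency is read from the fitted curve at half-maximal effect; % is scaled to controls: 0 for no effect and ±100 for the full control effect; nearly all actives have a fitted effect of over 50% in size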
ELG1 genotox: inducers of genotoxicity in HEK293T ELG1-luciferase cells; Potency, µM (top dose mostly 46 µM), without a hit: at the highest dose activity change, positive = activation, most hits filed as activators; HEK293T ELG1-luciferase reporter, luminescence, 16 h; AID 504466; 330,000 compounds, 1.3% hits; also: potency is read from the fitted curve at half-maximal effect; % of control where 0% means no effect; nearly all actives have a fitted effect of over 60% in size
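Step 1: seed 2,000 HEK293T ELG1-luciferase cells per well. Step 2: add compound or DMSO, incubate 16 hr at 37 °C. Step 3: ONE-Glo, 30 min at room temperature, read luminescence.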
NPC1 prom act: activates the NPC1 promoter. 320,000 compounds, 2.4% hits. AID 485313. Huh7 NPC1 promoter luciferase reporter, 24 h. Potency, µM (top dose mostly 9.22 µM), inactives show top-dose activation, usual class: activators;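 also: potency is read from the fitted curve at half-maximal effect; % of control where 0% means no effect; nearly all actives have a fitted effect of over 60% in size; reporter is driven by a mutant NPC1 promoter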
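Stable NPC1-promoter luciferase Huh7 line; cpd (DMSO) 24 h, 37 °C, 5% CO2; Amplite luciferase reagent 10 min RT; luminescence readout. qHTS format.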
BRCA1 expr act: BRCA1 expression activation. MCF7-BRCA1-FFLuc reporter, luminescence, 48 h; response scale: scaled: vehicle 0%, 10 µM genistein 100%. Potency, µM (doses to about 46.1 µM), without a hit: top-dose activation, usual class: activators. 380,000 compounds, 1.1% hits; also: potency is read from the fitted curve at half-maximal effect; nearly all actives have a fitted effect of over 80% in size; some results filed as inactive show a strong effect at the top dose
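Using MCF7 cells harboring a BRCA1 firefly luciferase reporter, plated 2 h before compound pinning, the screen measured luminescence after 48 h incubation. Responses were normalized to DMSO and 10 microM genistein, then fitted for concentration-effect.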
FLuc modulator: firefly luciferase modulation, counter-screen for miR-21 project; P08659; Potency, µM (titrated, usually from 57.5 µM), inactives show at the highest dose activity change, negative = inhibition, usual class: inhibitors; AID 588342; 360,000 compounds, 6.9% hits; purified FLuc, Km substrates, luminescence inhibition;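 also: potency is read from the fitted curve at half-maximal effect; plate controls were vehicle for no effect and reference inhibitor for full effect; nearly all actives have a fitted effect of over 55% in size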
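Purified P. pyralis luciferase, 10 nM final, with Km-level 10 uM D-luciferin and 10 uM ATP in 50 mM Tris acetate pH 7.5, 10 mM Mg acetate, 0.01% Tween-20, 0.05% BSA; 6-point qHTS titration about 60 µM downward; luminescence read.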
p53 reactivation: restores transcriptional activity of mutant p53 | H1299 p53-A138V BP100-luciferase reporter, luminescence, 24 h | Potency, µM (series often up to 92.2 µM), without a hit: at the highest dose activity change, positive = activation, usual class: activators | 320,000 compounds, 0.063% hits | AID 504706; also: potency is read from the fitted curve at half-maximal effect; % of control where 0% means no effect; nearly all actives have a fitted effect of over 45% in size
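H1299 (p53-null), stable ts p53-A138V + BP100-Luc; 1000 cells/well, Opti-MEM/10% FBS; cpd 4 pt, 1:5; 24 h, 37 deg C, 5% CO2; detection reagent 10 min RT; luminescence.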
RORgamma inh: blocks mouse ROR gamma transcriptional activity | 310,000 compounds, 5.4% hits | Drosophila S2 Gal4-RORgamma UAS-luciferase reporter, 20 h | Potency, µM (top dose mostly 53.6 µM), for the others: top-dose activity change, negative = inhibition, usual class: inhibitors; also: potency is read from the fitted curve at half-maximal effect; % is scaled to controls: 0 for no effect and ±100 for the full control effect; nearly all actives have a fitted effect of over 60% in size
Target sequence (P51450 whole entry, looked up, the tested form may be a part): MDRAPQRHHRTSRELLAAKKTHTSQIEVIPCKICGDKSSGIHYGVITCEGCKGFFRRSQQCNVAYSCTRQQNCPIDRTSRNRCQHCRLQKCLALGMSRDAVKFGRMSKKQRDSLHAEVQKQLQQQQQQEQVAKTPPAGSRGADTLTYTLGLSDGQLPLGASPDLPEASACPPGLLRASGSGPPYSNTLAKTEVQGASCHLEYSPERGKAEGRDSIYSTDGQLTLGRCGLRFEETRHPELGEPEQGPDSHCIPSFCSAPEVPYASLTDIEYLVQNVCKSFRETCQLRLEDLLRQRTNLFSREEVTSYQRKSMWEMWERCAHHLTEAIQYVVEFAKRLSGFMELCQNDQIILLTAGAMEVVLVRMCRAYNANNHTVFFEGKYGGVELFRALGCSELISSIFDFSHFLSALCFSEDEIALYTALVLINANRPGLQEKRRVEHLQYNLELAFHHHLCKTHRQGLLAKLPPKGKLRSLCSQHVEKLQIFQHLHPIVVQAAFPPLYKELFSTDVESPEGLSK
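In this cell-based reporter format, copper sulfate (700 uM final) drives Gal4–ROR gamma fusion expression from a metallothionein promoter in Drosophila Schneider cells; compounds preincubated 1 hr, reporter read after 20 hr at ambient temperature.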
ELG1 DNA repair: inhibitors of ELG1-dependent DNA repair in HEK293T cells; HEK293T ELG1-luciferase reporter, luminescence, 16 h; DNA damage induced by 5-fluorouridine; Potency, µM (highest dose often 46.1 µM), without a hit: at the top dose activity change, negative = inhibition, most hits filed as inhibitors; 330,000 compounds, 2.3% hits; AID 504467; also: potency is read from the fitted curve at half-maximal effect; % is scaled to controls: 0 for no effect and ±100 for the full control effect; nearly all actives have a fitted effect of over 55% in size
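In this reporter screen, reduction of luminescence relative to DMSO vehicle indicated activity. Compounds and 5-fluorouridine were added together to 2,000 cells per well, incubated for 16 hr at 37 °C, then developed with ONE-Glo.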
Tb PFK inh: T. brucei PFK enzyme inhibition | O15648 | T. brucei PFK, ADP-Glo luminescence | Potency, µM (titrated, usually from 57.5 µM), inactives show at the highest dose activity, negative = inhibition, usual class: inhibitors | 330,000 compounds, 0.17% hits | AID 485367;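 also: potency is read from the fitted curve at half-maximal effect; 0% = uninhibited 1x PFK enzyme wells and -100% = no-enzyme wells; nearly all actives have a fitted effect of over 60% in size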
Target sequence (O15648 whole entry, looked up): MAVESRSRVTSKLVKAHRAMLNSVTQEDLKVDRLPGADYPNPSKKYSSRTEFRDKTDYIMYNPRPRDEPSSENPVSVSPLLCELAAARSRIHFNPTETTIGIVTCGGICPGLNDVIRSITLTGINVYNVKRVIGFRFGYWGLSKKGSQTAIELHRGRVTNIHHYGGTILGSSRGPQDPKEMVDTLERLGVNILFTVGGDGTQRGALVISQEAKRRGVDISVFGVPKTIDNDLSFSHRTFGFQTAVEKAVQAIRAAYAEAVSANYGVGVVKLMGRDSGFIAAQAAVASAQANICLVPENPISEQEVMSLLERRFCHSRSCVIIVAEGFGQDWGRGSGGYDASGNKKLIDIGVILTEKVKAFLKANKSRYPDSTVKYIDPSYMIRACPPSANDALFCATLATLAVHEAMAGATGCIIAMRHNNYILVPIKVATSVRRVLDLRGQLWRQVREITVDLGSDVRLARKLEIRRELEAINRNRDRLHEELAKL
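Activity is normalized to no-enzyme wells (full inhibition) and 1.25 nM enzyme wells (no inhibition). Reaction: 0.5 mM F6P, 0.1 mM ATP, 45 min RT, ADP-Glo luminescence; concentration-response curves fitted and classed by quality.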
TRPV1 agonist: agonists of human vanilloid receptor 1 (TRPV1); activation, % at 8.33 µM; TRPV1-expressing cells, Fluo-8 calcium influx, agonist mode; 320,000 compounds, 0.19% hits; Q8NER1; in the data active = activation above about 80%; inconclusive = between about 30% and that limit; also: 0% is about no effect
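Cells expressing TRPV1 were dye-loaded with Fluo-8 and read kinetically: 10 s baseline, 3 min after compound (agonist portion), then 2 min after EC20 capsaicin (allosteric enhancer portion). Calcium-bound dye fluorescence at 480/520 nm.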
Rab9 prom act: Rab9 promoter activation; Huh7 Rab9 promoter-luciferase reporter, luminescence, 24 h; Potency, µM (titrated, usually from 9.22 µM), inactives show top-dose activation, negative = inhibition, most hits filed as activators; 320,000 compounds, 2.8% hits; AID 485297; also: potency is read from the fitted curve at half-maximal effect; % of control where 0% means no effect; nearly all actives have a fitted effect of over 60% in size
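Luminescence from Amplite-detected luciferase (10 minutes, ambient) reports Rab9 promoter activation. Before that, stable Rab9-luciferase Huh7 cells (1500/well, reduced-serum OP-MEM I plus 10% FBS) were exposed to compound for 24 hours at 37C.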
The depositor's hits bear a star; ? = inconclusive; nt = not tested or not shown; [ ] = another dose, or the depositor's remark. Unless noted, calls follow the shape of the dose curve; as a rule, active = well fitted curve in the direction sought with a large enough effect; inconclusive = small, poorly fitted or top-dose-only effect, or another doubt; inactive = no such curve, though single readings can be large; an effect the other way counts as inactive or inconclusive.

SMILES | VP16 counter | ELG1 genotox | NPC1 prom act | BRCA1 expr act | FLuc modulator | p53 reactivation | RORgamma inh | ELG1 DNA repair | Tb PFK inh | TRPV1 agonist | Rab9 prom act
CN(Cc1ccccc1)c1ncnc2c1cnn2-c1ccccc1 | -4% | 18µM* | 2.5µM* | ? | 6µM* | ? | -4% | ? | 4% | 1 | 2.8µM*
CCOC(=O)C1CCCN(c2ncnc3c2cnn3-c2ccc(OC)cc2)C1 (centres undefined) | -20% | 5.2µM* | ? | 45% | ? | ? | ? | ? | -1% | -3 | ?
Cc1nn2c(=O)cc(COC(=O)c3c(F)cccc3Cl)nc2s1 | nt | ? | 4µM* | 69% | ? | ? | nt | ? | 7% | 18 | 4µM*
O=C(N/N=C/c1cccc(O)c1)c1ccc(-n2cnnn2)cc1 | nt | 4% | -1% | -4% | -8% | -6% | nt | 2% | -2% | 9 | -1%
O=C(Nc1ccc(NC(=O)C2CC2)cn1)c1ccccc1Cl | -3%[0.365 µM] | ? | 27% | 13µM* | ? | ? | ? | ? | 4% | 2 | 28%
NNC(=O)CNC(=O)c1ccc(F)cc1 | -16% | 5% | -4% | -21% | 0% | -2% | -32% | 6% | -4% | 0 | -2%
O=C(NNc1ccccc1[N+](=O)[O-])Nc1cccc(Cl)c1 | ? | -2% | 3% | -20% | ? | 5% | ? | -25% | ? | 0 | 0%
O=C(CCCN1C(=O)c2cccnc2C1=O)Nc1ccc(F)cc1Cl | -11% | -1% | 2% | -9% | 0% | 0% | 17% | 8% | 2% | -1 | -1%
Cc1ccc(/C=C/C(=O)Nc2cc(S(=O)(=O)N3CCCCCC3)ccc2OCC(F)(F)F)o1 | 1% | -2% | -8% | -19% | 1% | -7% | 19% | ? | -6% | 5 | -6%
CC(C)(C)NC(=O)CSc1nnc(C2CC2)n1-c1ccccc1 | -5% | 1% | 0% | 1% | -1% | 0% | 20% | 4% | 0% | -1 | -1%

As entered above.
In VP16 counter, CC(C)(C)NC(=O)CSc1nnc(C2CC2)n1-c1ccccc1 reads -5%
In ELG1 DNA repair, O=C(NNc1ccccc1[N+](=O)[O-])Nc1cccc(Cl)c1 reads -25%
In RORgamma inh, O=C(CCCN1C(=O)c2cccnc2C1=O)Nc1ccc(F)cc1Cl reads 17%
In FLuc modulator, O=C(N/N=C/c1cccc(O)c1)c1ccc(-n2cnnn2)cc1 reads -8%
In Tb PFK inh, O=C(Nc1ccc(NC(=O)C2CC2)cn1)c1ccccc1Cl reads 4%
In VP16 counter, CCOC(=O)C1CCCN(c2ncnc3c2cnn3-c2ccc(OC)cc2)C1 (centres undefined) reads -20%

Further structures follow:
SMILES | VP16 counter | ELG1 genotox | NPC1 prom act | BRCA1 expr act | FLuc modulator | p53 reactivation | RORgamma inh | ELG1 DNA repair | Tb PFK inh | TRPV1 agonist | Rab9 prom act
CCSc1ccccc1C(=O)NCc1ccc(OC)cc1 | 1% | -1% | -7% | 2% | -3% | -2% | 13% | 1% | 0% | -2 | 0%
O=C(CCS(=O)(=O)c1ccc2c(c1)NC(=O)CO2)NCCc1ccc(Cl)cc1 | 13% | 2% | -3% | -17% | 1% | -5% | -3% | -1% | -2% | 22 | -2%
COc1cc(C(=O)NCCC(=O)NCCCN2CCCCC2C)cc(OC)c1OC (centres undefined) | -13% | -1% | 1% | 2% | 2% | -1% | 12% | 5% | -3% | -1 | 1%
CC1(C)C2CC=C(/C=N/NC(=O)c3ccccc3O)C1C2 (centres undefined) | ? | 0% | -1% | 24% | 7.6µM* | 3% | 8.9µM* | 2% | 0% | ? | -3%
CCOC(=O)C1=C(COC(=O)CCS(=O)(=O)c2ccc(C)cc2)NC(=O)NC1C (centres undefined) | nt | 0% | -4% | 26% | 0% | 17% | nt | 13% | ? | 13 | 0%
COc1ccc2c(c1)CC1c3c(cc4c(c3-2)OCO4)CC[N+]1(C)[O-] (centres undefined) | -5% | 5% | 1% | 38% | 6% | 0% | ? | 13% | 6% | -8 | -4%
O=C(NCC(c1ccco1)N1CCCC1)c1cccc(S(=O)(=O)N2CCOCC2)c1 (centres undefined) | nt | 2% | 0% | -17% | nt | 20% | nt | 4% | -5% | -3 | -1%
O=C(O)C1Cn2c(nc3c(c2=O)C2(CCCC2)Cc2ccccc2-3)S1 (centres undefined) | -8% | 3% | -3% | 31% | ? | -1% | 15% | 1% | -4% | 0 | -8%
CCc1ccccc1Nc1nc(N)nc(CSc2nnnn2C)n1 | -2% | 10% | -1% | 0% | 1% | -2% | 0% | 16% | 2% | -1 | 21%
COc1ccc(CCNC(=S)N2CCN(S(=O)(=O)c3ccc(C)cc3)CC2)cc1 | nt | 0% | 2% | -14% | 0% | 3% | nt | 16% | 0% | 1 | -5%
CCCN=C(C)C1=C(O)c2ccccc2C1=O | -7% | ? | ? | ? | 21µM* | ? | 2% | ? | 0% | 4 | ?
COc1ccc(N(Cc2cc3cc(OC)ccc3[nH]c2=O)C(=O)C2CCCO2)cc1 (centres undefined) | 1% | 0% | 0% | -17% | -1% | 23% | -9% | 7% | 4% | 0 | 0%
Cc1cccc2c1CC(C)(C)NC2=C(C#N)C#N | 1% | -2% | -1% | -8% | 1% | -8% | 10% | 0% | 5% | 7 | -6%
O=C(CCS(=O)(=O)c1ccccc1)Nc1nc2cc3c(cc2s1)OCO3 | ? | 10% | 22% | 0% | 13µM* | ? | 7% | ? | -3% | 3 | 19%
Cc1onc(-c2ccccc2)c1C(=O)N1CCc2ccccc21 | 1% | -5% | -1% | -29% | 1% | -1% | 28% | -1% | 0% | 22 | -1%
CCc1c(C)nc2c(-c3ccccc3)c(C)nn2c1Nc1ccc(NC(C)=O)cc1 | ? | -2% | -6% | -26% | -5% | -11% | ? | 16µM* | 0% | ? | -3%
O=C(C[C@@H]1C/C=C\C[C@H](Cc2ccc(F)cc2)C(=O)OCCNC1=O)N[C@H](CO)Cc1ccccc1 | nt | -2% | nt | 5% | nt | -2% | nt | -9% | 0% | nt | nt
Cc1ccc(NCC(=O)N/N=C/c2cccc(Oc3ccccc3)c2)cc1 | -10% | -5% | 2% | -49% | -16% | 15% | 15% | -6% | 0% | 2 | -6%
Cc1cc(C(=O)NCc2ccc(S(N)(=O)=O)cc2)cs1 | -5% | 1% | -4% | 2% | 0% | 0% | -6% | 6% | -26% | -4 | 1%
CCOc1c2ccc(C(=O)NCc3ccco3)cc2nn1CC | 0% | 6% | -3% | 24% | -4% | 10% | -2% | 11% | -7% | -1 | -2%
O=C(Cn1c(=O)n(Cc2ccc3c(c2)OCO3)c(=O)c2ccccc21)N1CCCc2ccccc21 | -8% | -2% | -1% | -44% | -1% | -11% | ? | ? | -1% | 3 | 0%
O=C(COC(=O)CCc1c[nH]c(=O)[nH]1)Nc1ccccc1Cl | nt | -1% | 0% | -23% | -1% | -5% | -17%[0.365 µM] | 3% | -14% | 2 | 2%
C/C(=N\NC(=O)c1ccncc1)c1cc2ccccc2o1 | -1% | -5% | -1% | 8% | -9% | -3% | ? | -5% | -2% | 2 | -3%
COc1ccc(OC)c(S(=O)(=O)N2CCN(CC(O)COc3ccccc3)CC2)c1 (centres undefined) | 2% | -10% | -1% | -14% | -2% | -1% | 15% | -21% | 2% | 3 | 1%
Cc1ccc(C(C)C)c(OCC(=O)NN2C(=O)c3ccccc3C2=O)c1 | -4% | 4% | ? | 1% | 3% | -37%[inhibitor] | 39% | 4% | -29% | 5 | -3%

Complete entries, quoted from the list. Order of values: VP16 counter | ELG1 genotox | NPC1 prom act | BRCA1 expr act | FLuc modulator | p53 reactivation | RORgamma inh | ELG1 DNA repair | Tb PFK inh | TRPV1 agonist | Rab9 prom act
Entry for Cc1ccc(C(C)C)c(OCC(=O)NN2C(=O)c3ccccc3C2=O)c1 : -4% | 4% | ? | 1% | 3% | -37%[inhibitor] | 39% | 4% | -29% | 5 | -3%
Entry for O=C(NNc1ccccc1[N+](=O)[O-])Nc1cccc(Cl)c1 : ? | -2% | 3% | -20% | ? | 5% | ? | -25% | ? | 0 | 0%

Rows are unselected; any-hit rate near 15%.
